Bioassay records: PubChem BioAssay, several laboratories
PERK inhibitor: inhibitors of human PERK kinase | Q9NZJ5 | CHO PERK-DD fusion, SEAP luminescence translation reporter | inhibition, % at 5.6 µM | 0.17% of 220,000 active;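 active means inhibition above the mean inhibition of all tested compounds plus 3 SD, set separately per screening campaign, cut at about 2.9% in these data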;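 further: PERK kinase domain activated by AP20187 dimerizer at 100 nM; 0% = DMSO with dimerizer and 100% = rapamycin at 8.4 µM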
m-calpain inh: calpain II (pig) inhibition; purified calpain II, fluorogenic peptide substrate, 30 min; inhibition, % at 16 µM; 0.37% of 220,000 active; AID 1236;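 active means inhibition above about 50%, limit read from the data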
EP2 mod: modulates human prostaglandin E2 receptor EP2 signaling; P43116; EP2-expressing cells, cAMP HTRF FRET, PGE2 co-stimulation; induction, % at 25 µM; 0.83% of 260,000 active; AID 940;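 active means compounds whose cAMP rise, as percent of the full-agonist control response, exceeds 60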;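 further: rat C6 glioma line stably carrying human EP2 under a CMV promoter; the protocol text gives 20 µM as final concentration; 100% = response of wells given 1 µM PGE2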
Target sequence (P43116 whole entry, looked up): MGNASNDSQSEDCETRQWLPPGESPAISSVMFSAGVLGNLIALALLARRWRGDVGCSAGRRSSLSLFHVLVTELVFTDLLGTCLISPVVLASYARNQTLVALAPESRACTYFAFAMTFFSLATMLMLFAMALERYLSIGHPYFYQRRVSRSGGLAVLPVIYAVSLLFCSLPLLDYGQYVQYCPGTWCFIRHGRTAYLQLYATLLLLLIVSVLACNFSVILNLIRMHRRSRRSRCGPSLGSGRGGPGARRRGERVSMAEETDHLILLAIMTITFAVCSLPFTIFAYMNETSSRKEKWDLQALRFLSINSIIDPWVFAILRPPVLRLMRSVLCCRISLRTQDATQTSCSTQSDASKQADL
S1P4 antag: human S1P4 receptor antagonism. O95977. S1P4-expressing cells, antagonist mode, reporter read-out. inhibition, % at 4.98 µM. AID 1510. 0.26% of 220,000 active; in the data active means inhibition above about 29%;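 further: 0% = wells stimulated with agonist and 100% = vehicle wells without agonist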
Target sequence (O95977 whole entry, looked up): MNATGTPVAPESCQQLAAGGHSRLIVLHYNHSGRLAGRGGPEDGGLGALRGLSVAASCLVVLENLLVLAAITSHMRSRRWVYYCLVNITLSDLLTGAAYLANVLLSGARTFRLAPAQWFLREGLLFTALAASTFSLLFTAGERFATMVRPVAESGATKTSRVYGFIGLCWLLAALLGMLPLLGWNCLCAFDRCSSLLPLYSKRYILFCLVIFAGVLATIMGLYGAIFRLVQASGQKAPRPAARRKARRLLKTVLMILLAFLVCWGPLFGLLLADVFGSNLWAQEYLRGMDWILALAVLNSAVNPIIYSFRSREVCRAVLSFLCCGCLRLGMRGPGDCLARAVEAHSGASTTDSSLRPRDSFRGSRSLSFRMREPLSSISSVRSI
Ba/F3 V617F tox: reduce viability of Ba/F3 cells dependent on JAK2V617F; Ba/F3 EpoR-JAK2V617F viability, ATP luminescence; inhibition, % at 5.6 µM; 1.1% of 220,000 active; AID 1446;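 active means inhibition above the campaign mean plus 3 SD over all tested compounds, cut at about 24% in these data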;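 further: cytokine-independent growth of Ba/F3 cells driven by EpoR plus mutant JAK2; 0% = DMSO-treated cells and 100% = JAK inhibitor I control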
BaF3 tox: reduces parental Ba/F3 cell viability, JAK2V617F counter-screen | inhibition, % at 5.6 µM | CellTiter-Glo ATP luminescence | 1.1% of 220,000 active;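 active means inhibition above a per-campaign cutoff, the mean inhibition of all tested compounds plus 3 SD, cut at about 27% in these data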;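 further: 0% = DMSO wells and 100% = JAK Inhibitor I control wells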
S1P4 agonist: agonists of human S1P4 receptor. O95977. S1P4-expressing cell line, agonist reporter assay. activation, % at 4.98 µM. 0.35% of 220,000 active. AID 1509; in the data active means activation above about 11%;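 further: 0% = DMSO vehicle and 100% = reference agonist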
TRPN1 ag: agonists of zebrafish TRPN1 channel; activation, % at 3 µM; HEK293 zebrafish TRPN1-YFP, Fluo-8 calcium fluorescence; 100% = response to 87 µM carbachol; 0.18% of 220,000 active; AID 1424;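 active means activation above its plate's cutoff, the mean activation of test wells on that plate plus 3 SD, cut at about 19% in these data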;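 further: 0% = DMSO alone and 100% = 87 µM carbachol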
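Assay system: Zebrafish TRPN1-YFP in HEK293 cells | Incubation: Dye loading 1 h at 37 °C, then 30 min room temperature | Measured by: Kinetic Fluo-8 fluorescence, ex 470-495, em 515-575 nm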
TRPML3 ag: agonists of human TRPML3 channel | Q8TDD5 | 0.29% of 220,000 active | HEK293 TRPML3-YFP, Fluo-8 calcium fluorescence; 100% = the carbachol control signal | AID 1448 | activation, % at 3 µM;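 active means activation above its plate's cutoff, the mean activation of the plate's test wells plus 3 SD, cut at about 12% in these data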;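 further: 0% = DMSO only wells and 100% = carbachol wells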
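Test system: TRPML3-YFP stable HEK293 cells. Doses: single point at 3 µM. Incubation: dye loading 1 h 37 °C then 30 min ambient, 125 s read. Signal: Fluo-8 calcium dye fluorescence, ex 470-495, em 515-575 nm. Measure: percent activation from peak-to-basal fluorescence ratio, scaled between DMSO and carbachol.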
Numbers without * were called inactive; & = joins results of further samples.

Results for CCc1nc(N(CC)CC)c2oc3ccccc3c2n1 ?
PERK inhibitor: 0.1; m-calpain inh: 19; EP2 mod: 61*; S1P4 antag: 4; Ba/F3 V617F tox: -5; BaF3 tox: -3; S1P4 agonist: -0.3; TRPN1 ag: -1.4; TRPML3 ag: -1.0

How did Cc1ccc(C(=O)O/N=C/c2c(Cl)n(C)c3ccccc23)cc1 do in these assays?
PERK inhibitor: 0.4; m-calpain inh: 3; EP2 mod: 7; S1P4 antag: -17; Ba/F3 V617F tox: 2; BaF3 tox: -2; S1P4 agonist: 1.3; TRPN1 ag: 0.3; TRPML3 ag: 0.4

How did CC(C)=C1C2C=CC1C(C(=O)Nc1cc(C)ccc1C)C2C(=O)O (stereo not given) do in these assays?
PERK inhibitor: -0.2; m-calpain inh: 18; EP2 mod: 23; S1P4 antag: -9; Ba/F3 V617F tox: 2; BaF3 tox: 9; S1P4 agonist: 0.5; TRPN1 ag: -0.8; TRPML3 ag: 1.7

Results for CC1Cc2ccccc2N1C(=O)CN1C(=O)C(=O)N(Cc2ccccc2)C1=O (stereo not given) ?
PERK inhibitor: -0.2; m-calpain inh: -12; EP2 mod: 28; S1P4 antag: -16; Ba/F3 V617F tox: -1; BaF3 tox: 2; S1P4 agonist: -4.4; TRPN1 ag: -0.6; TRPML3 ag: 0.2

What do the screens show for `CCOC(=O)c1ccc(N/C=C/C(=O)c2ccco2)cc1`?
PERK inhibitor: -1.4; m-calpain inh: -38; EP2 mod: 0; S1P4 antag: -16; Ba/F3 V617F tox: -1; BaF3 tox: 4; S1P4 agonist: 3.4; TRPN1 ag: -2.0; TRPML3 ag: 0.0

Results for COc1ccccc1N(CC(=O)NCc1ccccc1)C(=O)CCC(=O)Nc1cc(C)ccn1 ?
PERK inhibitor: -0.7; m-calpain inh: 0; EP2 mod: 15; S1P4 antag: -1; Ba/F3 V617F tox: 0; BaF3 tox: 9; S1P4 agonist: -3.2; TRPN1 ag: -2.2; TRPML3 ag: 0.7

Results for Cc1cc(C)c2c(=O)[nH]n(C(C)C)c2n1 ?
PERK inhibitor: 1.2; m-calpain inh: -19; EP2 mod: 32&8; S1P4 antag: -20; Ba/F3 V617F tox: -4; BaF3 tox: 2; S1P4 agonist: 1.1; TRPN1 ag: 0.9; TRPML3 ag: 0.7

How did CN1CCc2c(sc3c2c(=O)n(-c2cccc(Cl)c2)c2nncn32)C1 do in these assays?
PERK inhibitor: 0.9; S1P4 antag: -50; Ba/F3 V617F tox: -1; BaF3 tox: 4; S1P4 agonist: -1.6; TRPN1 ag: -0.2; TRPML3 ag: 0.7

What do the screens show for `COC(=O)c1[nH]c2cccc(Cl)c2c1NC(=O)CN(C)C1CCCCC1`?
PERK inhibitor: -0.8; m-calpain inh: -31; EP2 mod: -46; S1P4 antag: -22; Ba/F3 V617F tox: -2; BaF3 tox: -1; S1P4 agonist: -0.6; TRPN1 ag: 0.2; TRPML3 ag: 0.0

What do the screens show for `O=C1c2ccccc2C(=O)N1Cc1nc(-c2ccccn2)no1`?
PERK inhibitor: -0.2; m-calpain inh: 27; EP2 mod: -3; S1P4 antag: 12; Ba/F3 V617F tox: -5; BaF3 tox: -1; S1P4 agonist: -1.8; TRPN1 ag: 0.1; TRPML3 ag: 0.2

Results for CCN(CC)C(=O)C(=O)N/N=C/c1ccc(F)cc1 ?
PERK inhibitor: 0.5; m-calpain inh: -30; EP2 mod: -10; S1P4 antag: -20; Ba/F3 V617F tox: -2; BaF3 tox: 1; S1P4 agonist: 0.3; TRPN1 ag: 0.3; TRPML3 ag: 0.5

How did C=CCOc1ccc(/C=C/C(C)=N\O)cc1 do in these assays?
PERK inhibitor: 0.4; m-calpain inh: -3; EP2 mod: -2; S1P4 antag: -22; Ba/F3 V617F tox: -3; BaF3 tox: 3; S1P4 agonist: -0.3; TRPN1 ag: -1.1; TRPML3 ag: 0.4

How did CCOC(=O)Cn1c2ccc(OC)cc2c2nc3ccccc3nc21 do in these assays?
PERK inhibitor: 0.8; m-calpain inh: -29; EP2 mod: 7; S1P4 antag: 9; Ba/F3 V617F tox: 4; BaF3 tox: 4; S1P4 agonist: -0.4; TRPN1 ag: 0.4; TRPML3 ag: 0.5

How did COC(=O)c1ccc(C2NC(=S)N(c3ccccc3)C(C)=C2C(=O)Nc2ccccc2OC)cc1 (stereo not given) do in these assays?
PERK inhibitor: -0.4; m-calpain inh: -53; EP2 mod: -3; S1P4 antag: -18; Ba/F3 V617F tox: -1; BaF3 tox: 3; S1P4 agonist: -3.7; TRPN1 ag: -1.0; TRPML3 ag: -0.2

How did N#Cc1cc2c(nc1SCc1ccncc1)CCC2 do in these assays?
PERK inhibitor: -1.1; m-calpain inh: 18; EP2 mod: 5; S1P4 antag: -9; Ba/F3 V617F tox: -2; BaF3 tox: 0; S1P4 agonist: -4.4; TRPN1 ag: 0.5; TRPML3 ag: -0.4

Filtered by structure, the entries above containing a Cl atom
How did Cc1ccc(C(=O)O/N=C/c2c(Cl)n(C)c3ccccc23)cc1 do in these assays?
PERK inhibitor: 0.4; m-calpain inh: 3; EP2 mod: 7; S1P4 antag: -17; Ba/F3 V617F tox: 2; BaF3 tox: -2; S1P4 agonist: 1.3; TRPN1 ag: 0.3; TRPML3 ag: 0.4

How did CN1CCc2c(sc3c2c(=O)n(-c2cccc(Cl)c2)c2nncn32)C1 do in these assays?
PERK inhibitor: 0.9; S1P4 antag: -50; Ba/F3 V617F tox: -1; BaF3 tox: 4; S1P4 agonist: -1.6; TRPN1 ag: -0.2; TRPML3 ag: 0.7

What do the screens show for `COC(=O)c1[nH]c2cccc(Cl)c2c1NC(=O)CN(C)C1CCCCC1`?
PERK inhibitor: -0.8; m-calpain inh: -31; EP2 mod: -46; S1P4 antag: -22; Ba/F3 V617F tox: -2; BaF3 tox: -1; S1P4 agonist: -0.6; TRPN1 ag: 0.2; TRPML3 ag: 0.0

Going on with the list.
What do the screens show for `COc1ccc(-c2n[nH]c(=S)o2)c(OC)c1`?
PERK inhibitor: 0.3; m-calpain inh: -93; EP2 mod: 37; S1P4 antag: -4; Ba/F3 V617F tox: -2; BaF3 tox: 3; S1P4 agonist: -3.4; TRPN1 ag: -0.5; TRPML3 ag: 1.1

What do the screens show for `COc1ccc(NC(=S)N(CCCN2CCCCCC2)Cc2cccs2)cc1`?
PERK inhibitor: 0.0; m-calpain inh: -18; EP2 mod: 8; S1P4 antag: 7; Ba/F3 V617F tox: 0; BaF3 tox: 10; S1P4 agonist: -0.5; TRPN1 ag: 0.1; TRPML3 ag: 0.9

What do the screens show for `O=C(CCN1C(=O)c2ccccc2S1(=O)=O)Nc1ccccc1`?
PERK inhibitor: 0.8; m-calpain inh: 12; EP2 mod: -10; S1P4 antag: 4; Ba/F3 V617F tox: 48*; BaF3 tox: 62*; S1P4 agonist: -1.0; TRPN1 ag: 2.2; TRPML3 ag: 1.3

Results for O=c1[nH]c(SCc2ccccc2[N+](=O)[O-])nc2nc[nH]c12 ?
PERK inhibitor: 1.5; m-calpain inh: 10; EP2 mod: 1&-26&32; S1P4 antag: 5; Ba/F3 V617F tox: -3; BaF3 tox: -1; S1P4 agonist: 1.6; TRPN1 ag: -0.1; TRPML3 ag: 0.3

How did COc1ccc(OC)c(-c2c3c([nH]c(=S)c2C#N)CCCC3)c1 do in these assays?
PERK inhibitor: 0.5; m-calpain inh: -28; EP2 mod: 27; S1P4 antag: 4; Ba/F3 V617F tox: 1; BaF3 tox: 9; S1P4 agonist: -1.1; TRPN1 ag: -1.1; TRPML3 ag: 0.6

How did Cc1cc(C)n(CCc2nc(-c3cccs3)cs2)n1 do in these assays?
PERK inhibitor: 0.7; m-calpain inh: -9; EP2 mod: -6; S1P4 antag: 7; Ba/F3 V617F tox: 2; BaF3 tox: 6; S1P4 agonist: 1.8; TRPN1 ag: 0.6; TRPML3 ag: 0.3

Results for CC(C)[C@H](NC(=O)[C@@H]1CSCN1C(=O)OC(C)(C)C)C(=O)NCC1CCC(C(=O)O)CC1 (stereo not given in full) ?
PERK inhibitor: 2.0; m-calpain inh: -21&-17; EP2 mod: 14&10; S1P4 antag: 2; Ba/F3 V617F tox: 1; BaF3 tox: 3; S1P4 agonist: -0.9; TRPN1 ag: 0.2; TRPML3 ag: 0.7

Results for Nc1ccccc1SCc1cn2ccccc2n1 ?
PERK inhibitor: 0.1; m-calpain inh: 4; EP2 mod: -26; S1P4 antag: -1; Ba/F3 V617F tox: 1; BaF3 tox: 5; S1P4 agonist: -0.3; TRPN1 ag: -0.8; TRPML3 ag: 0.4

How did COc1ccc(-c2nnn(CC(=O)N3CCN(c4ccc(F)cc4)CC3)n2)cc1 do in these assays?
PERK inhibitor: 0.7; m-calpain inh: -2; EP2 mod: -5; S1P4 antag: -4; Ba/F3 V617F tox: 1; BaF3 tox: 3; S1P4 agonist: 0.1; TRPN1 ag: 3.0; TRPML3 ag: 0.8

What do the screens show for `CCCCCCC(C)n1cc(C(C)=O)c(=O)n(C)c1=O` (stereo not given)?
PERK inhibitor: 1.4; m-calpain inh: -1; EP2 mod: 11; S1P4 antag: -5; Ba/F3 V617F tox: -2; BaF3 tox: 3; S1P4 agonist: 0.8; TRPN1 ag: 2.0; TRPML3 ag: 0.4

How did COC(=O)C1=C(C)NC(=O)C1(NC(=O)c1cccnc1)C(F)(F)F (stereo not given) do in these assays?
PERK inhibitor: 1.9; m-calpain inh: -8; EP2 mod: 18; S1P4 antag: -13; Ba/F3 V617F tox: -4; BaF3 tox: -1; S1P4 agonist: -0.9; TRPN1 ag: 1.4; TRPML3 ag: 1.1

How did COc1cccc(OC)c1C(=O)NCCN1CCN(C(=O)c2c(OC)cccc2OC)CC1 do in these assays?
PERK inhibitor: -0.8; m-calpain inh: 13; EP2 mod: 31; S1P4 antag: -27; Ba/F3 V617F tox: 2; BaF3 tox: 5; S1P4 agonist: 0.2; TRPN1 ag: -0.7; TRPML3 ag: 0.1

How did Cc1ccc(NC(=S)NCc2cccs2)c(C)c1 do in these assays?
PERK inhibitor: 0.9; m-calpain inh: 16; EP2 mod: -57; S1P4 antag: 9; Ba/F3 V617F tox: -4; BaF3 tox: 4; S1P4 agonist: -1.3; TRPN1 ag: -0.4; TRPML3 ag: 0.4

What do the screens show for `c1ccc(Cc2ccc(OCCn3cncn3)cc2)cc1`?
PERK inhibitor: 0.6; m-calpain inh: -5; EP2 mod: 48; S1P4 antag: -10; Ba/F3 V617F tox: 0; BaF3 tox: 3; S1P4 agonist: -1.9; TRPN1 ag: -0.1; TRPML3 ag: 1.1

What do the screens show for `Cc1ccc(N(C)C(=O)N2CCN(S(=O)(=O)c3ccc4ccccc4c3)CC2)cc1`?
PERK inhibitor: -0.8; m-calpain inh: -1; EP2 mod: 37; S1P4 antag: 4; Ba/F3 V617F tox: 2; BaF3 tox: 4; S1P4 agonist: 1.3; TRPN1 ag: -1.5; TRPML3 ag: 0.8

What do the screens show for `CC(=O)c1c(N=CN(C)C)nc(C)nc1-c1ccccc1`?
PERK inhibitor: 0.8; m-calpain inh: -9; EP2 mod: 35; S1P4 antag: 18; Ba/F3 V617F tox: 1; BaF3 tox: 4; S1P4 agonist: 0.1; TRPN1 ag: -0.4; TRPML3 ag: 0.6
